Bioassay records deposited in PubChem by several laboratories.
RSV CPE inhibition: inhibition of RSV-induced cytopathic effect – HEp-2 cells, primary 10 µM value included (AID 2391) | actives 0.13% (n = 310,000) | CPE inhibition, % at 10 µM, or IC50 in µM where a hit was titrated | HEp-2 cells, RSV-induced CPE inhibition; higher % means a stronger effect; in the data active means a potency from the dose series; inconclusive means CPE inhibition mostly from about 23% at the one dose, without a potency; inactive means the rest, 99 in 100 with CPE inhibition below about 21%; further: strong numbers were not always called active
NTR1 ag: NTR1-driven beta-arrestin-GFP spot formation – imaging, U2OS cells, high content, primary screen (AID 493036) | P30989 | activation, % at 20 µM | actives 0.17% (n = 330,000) | agonist mode;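 active means activation at or above 40% of the spot to cytoplasm intensity ratio, with at least 20 cells analyzed; inconclusive means wells under 20 cells, flagged as cytotoxic or low count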;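 further: 0% = DMSO without peptide and 100% = 100 nM NTR1 peptide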
Target sequence (P30989 whole entry, looked up): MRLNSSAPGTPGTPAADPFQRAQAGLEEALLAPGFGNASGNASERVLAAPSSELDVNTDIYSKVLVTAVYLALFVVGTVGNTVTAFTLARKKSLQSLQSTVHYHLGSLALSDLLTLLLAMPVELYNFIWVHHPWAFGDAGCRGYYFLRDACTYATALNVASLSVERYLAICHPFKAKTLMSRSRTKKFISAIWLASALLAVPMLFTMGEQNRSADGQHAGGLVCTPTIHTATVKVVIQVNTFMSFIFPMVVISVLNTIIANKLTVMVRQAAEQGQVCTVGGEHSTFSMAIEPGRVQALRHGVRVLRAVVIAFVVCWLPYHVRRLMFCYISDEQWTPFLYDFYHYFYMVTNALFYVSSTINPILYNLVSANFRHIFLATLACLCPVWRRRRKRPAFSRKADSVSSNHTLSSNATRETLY
SIAH1 antagonists: blockers of Siah-1 interaction with plectin peptide – biochemical, fluorescence polarization, rhodamine-plectin, uHTS, primary screen (AID 1817) | Siah-1 / rhodamine-plectin peptide fluorescence polarization; higher % means a stronger effect | one-dose displacement, % at 20 µM; IC50 in µM for titrated hits | actives 0.02% (n = 290,000);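 active means displacement of at least 50% at 20 µM, with a fluorescence ratio check between 0.3 and a set limit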;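 further: plate controls were Siah plus tracer with DMSO for no effect and tracer alone without Siah for full effect; strong numbers were not always called active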
SV40 large T antigen: TAg ATPase/helicase activity blockers – biochemical (AID 1903); SV40 large T antigen ATPase/helicase inhibition assay; higher % means a stronger effect; inhibition, % at 20 µM, or IC50 in µM where a hit was titrated; actives 0.39% (n = 310,000); in the data active means a potency from the dose series; inconclusive means inhibition mostly from about 32% at the one dose, without a potency; inactive means the rest, 99 in 100 with inhibition below about 32%; further: strong numbers were not always called active
NS5 inhibitors: Dengue-2 NS5 methyltransferase inhibitors, primary screen, biochemical, confirmation dose response (AID 588689). Dengue-2 NS5 methyltransferase capping enzyme assay, biochemical; higher % means a stronger effect. actives 0.3% (n = 340,000). one-dose inhibition, % at 25 µM; IC50 in µM for titrated hits; in the data active means a potency from the dose series; inconclusive means inhibition above about 29% without an active follow-up result
K1F lysis inhibition: inhibition of K1F phage lysis, E. coli UTI89, bacterial capsule biogenesis inhibitors, alamar blue (AID 488966); E. coli UTI89 K1F phage lysis, alamar blue, 2 h; higher % means a stronger effect; actives 0.02% (n = 340,000); one-dose inhibition, % at 100 µM; IC50 in µM for titrated hits;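 active means phage lysis inhibition, versus mean bacterial control, above a set limit; inconclusive means no clear call, values can overlap the other calls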;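 further: capsule biogenesis inhibitors block K1F phage lysis so surviving cells raise fluorescence; higher fluorescence means more inhibition of phage lysis; actives were called in the ten point dose series up to 300 µM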
MgcRacGAP inhibition: MgcRacGAP GTPase-activating activity inhibitors, confirmation, biochemical, ADP Hunter fluorescence; AID 624330; MgcRacGAP-stimulated Rac1 GTP hydrolysis, ADP Hunter fluorescence; higher % means a stronger effect; GST-tagged Rac1 F28L mutant substrate; actives 0.6% (n = 340,000); one-dose inhibition, % at 30 µM; IC50 in µM for titrated hits;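 active means first-screen hits whose inhibition reached a set limit at any dose in the follow-up dose series; inconclusive means inhibition above the set first-screen limit but never retested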;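 further: fluorescence reports GDP produced by GAP-driven GTP hydrolysis; strong numbers were not always called active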
West Nile antiviral: West Nile virus antiviral activity, cell-based, CPE readout (AID 1621). West Nile virus-infected cells, CPE inhibition; higher % means a stronger effect. one-dose CPE inhibition, % at 10 µM; IC50 in µM for titrated hits. actives 0.02% (n = 290,000); in the data active means a potency from the dose series; inconclusive means CPE inhibition mostly from about 3.7% at the one dose, without a potency; inactive means the rest, 99 in 100 with CPE inhibition below about 2.2%; further: strong numbers were not always called active
AID2073: disruptors of CaV2.2 binding to Mint1 – biochemical, HTRF (AID 2073); HTRF protein-protein interaction, Mint1-CaV2.2; higher % means a stronger effect; inhibition, % at 20 µM; hits with a dose series show IC50 in µM; actives 0.19% (n = 290,000); in the data active means inhibition mostly above about 51%, no sharp cut-off; inconclusive means no clear call, values can overlap the other calls; inactive means mostly below about 53%; further: some results filed as inactive read as strong as hits
NTR1 ag cell count 20 µM: further read-out of NTR1 ag, marked with its call; cell count; measured here: cell count, cytotoxicity flag
NS5 inhibitors pilot replicate: also measured in NS5 inhibitors; calls as there; inhibition, %; measured here: pilot screen replicate inhibition
An asterisk follows results filed as active; i = inactive; u = inconclusive; x = no result given; [ ] = dose if it differs, or a comment.

SMILES	RSV CPE inhibition	NTR1 ag	NTR1 ag cell count 20 µM	SIAH1 antagonists	SV40 large T antigen	NS5 inhibitors	K1F lysis inhibition	MgcRacGAP inhibition	West Nile antiviral	AID2073	others
Cc1cccc(C(=O)Nc2nnc(C3=COCCO3)o2)c1	-2.1%	1.3	66	2%	1%	-3%	0.0%	3%	0.6%	16%
Cc1cc(/C=N/NC(=O)c2ccc(O)cc2)c(C)n1CC(C)C	-1.6%	3.9	53	-1%	14%	-8%	1.3%[50 µM]	7%	-0.4%	15%
O=C(CN1C(=O)NC(Cc2ccccc2)C1=O)Nc1ccc(OC(F)(F)F)cc1 (stereo not drawn)	-0.4%	-0.2	48	x	x	-5%	4.8%	6%	x	x
Cc1ccc2nc(Cl)c(C3CC(c4ccco4)=NN3S(C)(=O)=O)cc2c1 (stereo not drawn)	-2.2%	0.5	62	6%	9%	-11%	-0.4%[50 µM]	4%	-1.2%	20%
CC(C)C(=O)N1CCN(c2ccccc2NC(=S)NC(=O)c2cccs2)CC1	3.3%	4.3	36	18%	6%	-4%	1.7%	2%	-0.5%	45%
O=C(O)c1cc(-c2ccc(/C=c3\sc4nc5ccc(Br)cc5n4c3=O)o2)ccc1Cl	u	x	x	9%	9%	x	x	x	-0.3%	15%
COc1ccc(C(=O)N/C(=C\c2cccs2)c2nc3ccccc3[nH]2)cc1OC	26µM*	-0.8	89	0%	5%	-6%	-1.7%	4%	0.3%	34%
CCN(CC)S(=O)(=O)c1ccc(Cl)c(C(=O)NCc2ccco2)c1	0.3%	2.2	49	2%	20%	0%	-0.1%	5%	-0.9%	-8%
Cc1cc(C)c2c(c1)/C(=N\N=c1\sc3ccccc3n1C)C(=O)N2	1.0%	9.2	56	13%	18%	-4%	0.5%	4%	-0.2%	26%
COc1ccc(-c2nc(C#N)c(NCCc3ccccc3)o2)cc1	1.7%	2.9	61	-4%	15%	-8%	2.2%	0%	-0.4%	8%
O=C(c1ccc(N2C(=O)C3CC=C(Cl)CC3C2=O)cc1)N1CCCCC1 (stereo not drawn)	-1.1%	2.0	38	2%	0%	-9%	1.5%	11%	0.8%	-7%
CCOc1ccccc1-c1nc(-c2ccncc2)no1	6.7%	0.7	77	0%	0%	-6%	0.6%	5%	0.7%	30%
O=C(OCC(=O)N1CCN(c2ccccc2)CC1)c1ccncc1	-0.2%	-3.0	45	x	x	-1%	0.5%[50 µM]	4%	x	x
COC(=O)c1ccc(NC(=O)C23CC4CC(C2)CC(n2cncn2)(C4)C3)cc1	3.3%	-0.7	91	-6%	12%	-4%	0.1%	8%	-1.0%	-6%
Cc1ccccc1NC(=S)NCc1ccccc1	-0.3%	-0.4	48	0%	7%	3%	0.0%	2%	0.1%	-8%
COc1ccc(C)cc1NC(=O)C1CCN(S(=O)(=O)c2ccc3c(c2)NC(=O)CO3)CC1	5.3%	-0.3	61	-3%	7%	-2%	0.1%	6%	-0.3%	11%
Cc1ccc2nc(-c3ccccn3)[nH]c2c1	3.1%	1.2	71	7%	10%	-7%	1.0%	11%	-1.3%	6%
COc1cc(/C=C2/CC(C)OC2=O)c([N+](=O)[O-])cc1OC (stereo not drawn)	-0.7%	-0.4	62	-3%	-4%	x	0.0%	13%	-0.3%	18%
CCOC(=O)CNC(=O)CN1C(=O)CCS(=O)(=O)c2ccccc21	0.4%	2.6	28	-3%	8%	8%	0.2%	10%	0.1%	-1%
Cc1ccc(C2SCC(=O)N2Cc2ccccc2)cc1 (stereo not drawn)	2.3%	1.7	83	4%	6%	3%	0.2%	5%	-0.2%	1%
CC(C)(C)C(=O)CC1(O)C(=O)N(Cc2ccccc2)c2ccccc21 (stereo not drawn)	1.2%	0.3	76	-3%	15%	-3%	6.1%	3%	0.3%	-2%
CCc1ccc(-c2nc(CS(=O)CC(=O)NCc3ccco3)c(C)o2)cc1 (stereo not drawn)	0.9%	-1.1	47	0%	14%	-2%	0.3%	12%	-0.1%	10%
Cc1ccc(C2(c3noc(CN(C)CC4COCCO4)n3)CCCC2)cc1 (stereo not drawn)	0.3%	1.6	50	-2%	23%	-5%	0.2%	3%	u	-14%
CCCNC(=S)N1CCC(Cc2ccccc2)CC1	8.0%	0.0	52	1%	5%	-12%	0.3%	-4%	-0.3%	-19%
CCc1ccccc1NC(=O)CNCC(=O)Nc1ccccc1CC	-0.3%	-0.2	87	0%	7%	-2%	0.2%	6%	0.4%	13%
More entries:
SMILES	RSV CPE inhibition	NTR1 ag	NTR1 ag cell count 20 µM	SIAH1 antagonists	SV40 large T antigen	NS5 inhibitors	K1F lysis inhibition	MgcRacGAP inhibition	West Nile antiviral	AID2073	others
CC1CC(C)CN(C(=O)c2ccc(-c3ccc([N+](=O)[O-])cc3)o2)C1 (stereo not drawn)	21%	38	70	x	20%	1%	-2.7%	2%	x	x
COc1ccc(OC)c(-n2nnnc2SCC(=O)Nc2ccc(C(=O)N3CCCCC3)cc2)c1	11%	0.0	57	2%	4%	-3%	7.4%	2%	-0.9%	-4%
COc1ccccc1CNC(=O)C/C(C)=N/NC(=O)Cc1ccccc1	1.0%	0.4	92	0%	0%	0%	0.5%	6%	-0.2%	1%
CC1(C)CC2(CC(c3ccccc3F)c3cc(Cl)c(O)cc3O2)NC(=S)N1 (stereo not drawn)	12%	4.1	50	2%	8%	-2%	0.0%	17%	-1.4%	3%
CSC1=NCCN1C(=O)C(C)Oc1ccccc1 (stereo not drawn)	0.5%	5.9	62	-1%	0%	-7%	0.6%	6%	0.2%	36%
COc1ccc(-c2cn(Cc3ccc(C(N)=O)cc3)c(CCN)n2)cc1	-0.3%	-0.6	67	x	15%	-2%	-0.2%	3%	x	x
Cc1nc(N)sc1-c1nnc(SCC(=O)Nc2nccs2)n1C	0.0%	-0.9	51	2%	4%	-12%	-0.3%	-2%	0.2%	15%
O=C1CSC(c2cn(-c3ccccc3)nc2-c2cccs2)N1CC1CCCO1 (stereo not drawn)	1.1%	-0.7	46	0%	4%	-1%	0.2%	12%	-0.6%	3%
COc1ccc(C(=O)c2c(C)oc3ccc(O)cc23)cc1	9.2%	2.9	90	4%	1%	5%	0.9%[50 µM]	16%	-0.9%	u
CN(C(=O)c1ccc(NC(=O)Cc2cccc(NC(=O)C3CCN(C(=O)C4CCCCC4)CC3)c2)cc1)C1CCCC1	4.3%	-0.8	52	x	x	-11%	0.3%	4%	x	x
Cc1ccc2oc(-c3ccc(NC(=O)c4ccc5c(c4)OCO5)cc3)nc2c1	0.7%	-0.4	87	-2%	-2%	11%	1.2%	3%	-0.7%	7%
CCC(C)n1nnc2c(=O)oc3ccccc3c21 (stereo not drawn)	1.8%	18	43	0%	2%	-4%	5.0%	4%	0.1%	2%
C/C(=N/NS(=O)(=O)c1ccc(Cl)cc1)c1ccc2c(c1)OCO2	1.6%	-1.0	57	x	17%	-1%	-0.6%	10%	x	x
O=C(/C=C/c1ccc(S(=O)(=O)N2CCOCC2)cc1)OCC(=O)c1ccc([N+](=O)[O-])cc1	-1.9%	0.5	57	-3%	25%	-6%	0.1%	0%	0.3%	-16%
CCOc1ccc(N(CC(=O)NC2CCCC(C)C2C)S(=O)(=O)c2c(C)noc2C)cc1 (stereo not drawn)	-1.9%	0.5	60	0%	19%	0%	-0.3%	6%	-0.8%	2%
COc1ccc(S(=O)(=O)Nc2nnc(C(C)C)s2)cc1	0.8%	3.3	89	3%	2%	-14%	0.0%	3%	0.3%	-5%
CC(C)CN1CCC(=O)N([C@H](COc2ccccc2)Cc2ccccc2)CC1	-2.7%	-0.1	97	-2%	2%	3%	1.1%	1%	-1.0%	-6%
O=C(NCN1CCN(c2ccccn2)CC1)c1cnccn1	0.4%	0.7	21	-1%	3%	-4%	0.9%	-3%	0.9%	-4%
CC1(C)CC(=O)c2sc(NC(=O)c3ccc4ncsc4c3)nc2C1	4.4%	-1.8	46	2%	13%	-9%	i	16%	1.3%	9%
CCN(CC)S(=O)(=O)c1ccc(OCC(=O)NCc2ccccc2)cc1	2.1%	1.3	44	-1%	12%	-1%	0.1%	15%	0.5%	-15%
CCCC(=O)Nc1cc(Cl)ccc1C	-1.1%	-0.7	39	4%	-2%	-14%	-0.3%	-3%	-0.1%	0%
O=C(NC1CCCCC1)C(=S)NC1CCCCC1	1.6%	0.8	34	8%	6%	x	x	x	-0.3%	10%
O=C(O)CNC(=O)C12CC3CC(CC(Cl)(C3)C1)C2	1.5%	1.3	53	-3%	0%	5%	-0.2%	1%	0.7%	17%
CCOc1ccc(NC(=O)CCN2C(=O)C3CCCCC3C2=O)cc1OCC (stereo not drawn)	-2.1%	-0.2	74	x	6%	-1%	0.9%[50 µM]	9%	x	x
O=S(=O)(NC1=NCCC1)c1cccc(NS(=O)(=O)c2ccc(OC(F)(F)F)cc2)c1	1.3%	0.5	58	4%	4%	1%	0.6%	7%	0.0%	1%
Remaining list, next part
SMILES	RSV CPE inhibition	NTR1 ag	NTR1 ag cell count 20 µM	SIAH1 antagonists	SV40 large T antigen	NS5 inhibitors	K1F lysis inhibition	MgcRacGAP inhibition	West Nile antiviral	AID2073	others
O=C(Nc1ccc(F)cc1)C1CCCN(S(=O)(=O)c2ccc(-n3cnnn3)cc2)C1 (stereo not drawn)	0.1%	-0.9	58	10%	11%	-9%	0.6%	3%	-0.7%	44%
CC(=O)Nc1cccc(NC(=O)c2cccc(S(=O)(=O)N3CCN(Cc4ccccc4)CC3)c2)c1	1.1%	-0.7	77	x	9%	-4%	1.4%[50 µM]	6%	x	x
Cc1ccc2cc3c(NC(=O)C4CCCO4)nn(CC(C)C)c3nc2c1 (stereo not drawn)	0.5%	2.6	79	-4%	19%	1%	-0.3%	4%	0.5%	18%	NS5 inhibitors pilot replicate=-1.2
C=CSc1sc(Cl)c(N2CCOCC2)c1[N+](=O)[O-]	9.7%	7.0	57	-3%	16%	0%	-0.9%	7%	2.4%	-5%
CC(C)C(C(=O)NCC1CCCO1)N(Cc1ccccc1)C(=O)CNS(=O)(=O)c1ccccc1 (stereo not drawn)	0.2%	1.5	34	-5%	9%	3%	-0.1%	0%	0.5%	14%
CC(=O)Nc1ccc(N2C(=O)c3ccc(C(=O)Nc4nnc(SCc5ccc(F)cc5)s4)cc3C2=O)cc1	0.9%	-1.0	81	-2%	7%	-4%	0.0%	3%	-0.1%	51%
